Compound activity as filed in PubChem.
NALP3 yeast inh – NALP3 inflammasome inhibitors in reconstituted yeast, primary screen, luminescence, uHTS; Yeast reconstituted NLRP3/ASC/caspase-1, beta-gal luminescence, 24 h; inhibition, % at 10 µM; 0.39% of 330,000 active; AID 2825, 2010;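 active = inhibition of 50% or more; inactive = inhibition below 50%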;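 also: plate controls were induced DMSO wells for no effect and uninduced yeast grown without galactose for full effect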
mIAP block – inhibitors of mouse IAP, primary screen, biochemical, luminescence, uHTS; intestinal alkaline phosphatase [Mus musculus]; purified mouse IAP, CDP-Star luminescence, 30 min; inhibition, % at 10 µM; 0.2% of 330,000 active;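 active = inhibition of at least 40% at 10 µM in the primary screen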;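 also: plate controls were DMSO with enzyme for no effect and no enzyme wells for full effect; values of inactives mirror those of a sister screen read the other way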
tim10-1 inh – growth inhibitors of tim10-1 mutant yeast, primary screen, luminescence, uHTS | S. cerevisiae tim10-1 ts strain growth, BacTiter-Glo, 24 h | inhibition, % at 20 µM | 2.2% of 330,000 active | AID 463190, 2010;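 active = inhibition of at least 40%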;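 also: mutant grown at 25 °C; 0% = DMSO wells with yeast and 100% = wells holding no yeast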
mIAP activ – activators of mouse IAP, primary screen, biochemical, luminescence, uHTS; intestinal alkaline phosphatase [Mus musculus]; muIAP, CDP-Star luminescence, 30 min; active compounds read high; 1 = vehicle-only enzyme signal, 0 = enzyme-free wells; activation factor at 10 µM; 0.24% of 330,000 active;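 active = activation factor of at least 2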; also: the source names both 10 and 20 µM as test concentration; values of inactives mirror those of a sister screen read the other way
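Assay system: mouse IAP enzyme; reagent: chemiluminescent substrate CDP-Star; dosing: test compounds delivered from DMSO solution; schedule: 30 min at room temperature; measured by: luminescence from enzymatic CDP-Star hydrolysis; controls: DMSO-only wells and no-enzyme negative control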
ATG4B inh – ATG4B protease inhibitors, primary screen, biochemical, fluorescence, uHTS | Cysteine protease ATG4B (Homo sapiens), Q9Y4P1 | ATG4B cleavage of LC3-PLA2, NBD-HPC fluorescence, 1 h | inhibition, % at 8.33 µM | 0.51% of 340,000 active; in the data active = inhibition above about 40%
Target sequence (Q9Y4P1 whole entry, looked up): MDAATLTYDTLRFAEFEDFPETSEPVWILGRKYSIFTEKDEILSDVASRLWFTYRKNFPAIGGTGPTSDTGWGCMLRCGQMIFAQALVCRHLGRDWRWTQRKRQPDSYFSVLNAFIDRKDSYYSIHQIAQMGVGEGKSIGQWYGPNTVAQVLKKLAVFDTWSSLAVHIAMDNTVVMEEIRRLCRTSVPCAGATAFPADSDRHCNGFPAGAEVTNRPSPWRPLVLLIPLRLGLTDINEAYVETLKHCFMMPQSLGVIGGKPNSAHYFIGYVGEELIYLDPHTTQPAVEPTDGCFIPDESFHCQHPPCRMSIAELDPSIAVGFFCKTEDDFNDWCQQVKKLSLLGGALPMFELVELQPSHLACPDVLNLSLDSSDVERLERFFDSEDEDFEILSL
Apaf-1 inh – inhibitors of human Apaf-1 apoptosome, primary screen, biochemical, DEVD-Rh110 fluorescence, uHTS. Apoptotic protease-activating factor 1 (Homo sapiens), O14727. reconstituted apoptosome caspase-3 activity. inhibition, % at 20 µM. 0.71% of 330,000 active; active = inhibition of at least 40% at 20 µM;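 also: plate controls were DMSO wells for no effect and DEVD-CHO caspase inhibitor wells for full effect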
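Material: reconstituted apoptosome with Apaf-1, cytochrome c, caspase-9, procaspase-3, dATP / Buffer or medium: pH 7.5 Hepes buffer with CHAPS, BSA, DTT / Also added: cytochrome c with DEVD-Rh110 / Schedule: compound with Apaf-1, dATP, procaspase-3 30 min, then 50 min reaction, room temperature / Technique: rhodamine 110 fluorescence at Ex 480/Em 540 nm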
TIM10 inh – growth inhibitors of isogenic TIM10 control yeast, primary screen, counter-screen for tim10-1 yeast inhibitor project, luminescence, uHTS; S. cerevisiae TIM10 strain growth, BacTiter-Glo luminescence, 24 h; inhibition, % at 10 µM; 1.4% of 330,000 active; AID 463195, 2010;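 active = inhibition of 40% or more at the single tested concentration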;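 also: wild-type TIM10 isogenic control strain grown at permissive 25 °C; 0% = DMSO yeast wells and 100% = minimal medium wells without yeast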
hIAP act – human IAP activators, primary screen, biochemical, luminescence, uHTS | Intestinal-type alkaline phosphatase (Homo sapiens), P09923 | AID 2524, 2010 | 0.16% of 330,000 active | purified human IAP, CDP-Star luminescence, 30 min; active compounds read high; 1 = vehicle-only enzyme, 0 = enzyme-free background | activation factor at 10 µM;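 active = activation factor of the enzyme at least 2-fold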; also: the source names both 10 and 20 µM as test concentration; values of inactives mirror those of a sister screen read the other way
Target sequence (P09923 whole entry, looked up): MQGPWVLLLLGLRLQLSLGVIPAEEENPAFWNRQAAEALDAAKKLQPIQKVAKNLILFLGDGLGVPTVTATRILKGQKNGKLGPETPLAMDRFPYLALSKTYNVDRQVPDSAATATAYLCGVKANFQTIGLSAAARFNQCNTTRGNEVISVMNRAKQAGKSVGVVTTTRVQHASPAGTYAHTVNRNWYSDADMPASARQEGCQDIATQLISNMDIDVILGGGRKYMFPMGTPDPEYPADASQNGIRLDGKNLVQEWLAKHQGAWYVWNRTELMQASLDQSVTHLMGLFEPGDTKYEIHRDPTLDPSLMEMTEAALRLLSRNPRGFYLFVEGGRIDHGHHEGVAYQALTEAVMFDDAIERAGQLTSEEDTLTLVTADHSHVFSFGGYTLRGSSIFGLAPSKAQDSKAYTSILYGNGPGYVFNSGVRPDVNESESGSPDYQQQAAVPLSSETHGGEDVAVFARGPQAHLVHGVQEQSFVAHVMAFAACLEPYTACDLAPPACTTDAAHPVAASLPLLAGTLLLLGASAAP
hIAP block – human IAP inhibitors, primary screen, biochemical, luminescence, uHTS | inhibition, % at 10 µM | Intestinal-type alkaline phosphatase (Homo sapiens), P09923 | 0.12% of 330,000 active | AID 2544, 2010 | purified IAP, CDP-Star luminescence, 30 min;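 active = inhibition reaching a set limit with compound at 10 µM in the primary screen, cut at about 35% in these data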;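 also: plate controls were DMSO wells with enzyme for no effect and no-enzyme buffer wells for full effect; values of inactives mirror those of a sister screen read the other way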
An asterisk follows results filed as active; . = not tested or not shown.

Value order: NALP3 yeast inh | mIAP block | tim10-1 inh | mIAP activ | ATG4B inh | Apaf-1 inh | TIM10 inh | hIAP act | hIAP block
- CCOc1ccc(Nc2cc(=O)oc3ccccc23)cc1
  11 | -12 | 31 | 1.1 | 10 | -7 | 18 | 1.1 | -9
- COc1ccc(OCCCC(=O)Nc2nncs2)cc1
  11 | -15 | 0 | 1.1 | -13 | 7 | -2 | 1 | -2
- Cc1csc(C(=O)O)c1-c1c(C)csc1C(=O)O
  -7 | 0 | 12 | 1 | 3 | 10 | 5 | 0.93 | 7
- NNC(=O)Cn1c2ccccc2c2ccccc21
  41 | 2 | 5 | 0.98 | 3 | -7 | -9 | 1 | -2
- CCOC(=O)c1c(NC(C)=O)sc2c(OCCN(CC)CC)c(Br)ccc12
  10 | 7 | -1 | 0.93 | -4 | -4 | 18 | 1 | 0
- CCn1c(COc2ccc(Cl)cc2)nnc1SCc1ccc(C#N)cc1
  43 | 7 | 25 | 0.93 | -14 | 6 | 11 | 1 | -3
- O=C(O)c1ccc(CNCc2ccc(Cl)cc2)cc1
  14 | 6 | 5 | 0.94 | 0 | -10 | -3 | 0.99 | 1
- O=C1C2=C(CCCC2)C(=O)N1c1cccc(OCCBr)c1
  3 | 1 | 29 | 0.99 | 2 | 13 | 7 | 0.89 | 11
- O=C(NCC1CCCO1)C(C(=O)c1ccccc1)n1ccccc1=O (centres undefined)
  18 | 2 | 7 | 0.98 | -8 | -16 | -3 | 0.97 | 2
- COc1cc2c(cc1OC)CN(C(=O)/C=C/c1cccs1)CC2
  14 | -13 | -11 | 1.1 | -11 | 9 | -9 | 1.1 | -14
- Cc1ccc(OCC(=O)NCc2cccnc2)cc1
  -4 | 2 | -4 | 0.98 | -7 | -2 | -8 | 0.88 | 12
- C[C@H](CO)N1C[C@H](C)[C@@H](CN(C)Cc2ccc(-c3ccccc3)cc2)Oc2c(NC(=O)Nc3ccc4c(c3)OCO4)cccc2C1=O
  9 | 0 | 23 | 0.99 | -10 | 26 | 3 | 1.1 | -7
- CNc1ccccc1C(C)(C)c1cc(-c2cccc([N+](=O)[O-])c2)no1
  26 | 11 | 43* | 0.89 | -8 | 7 | 37 | 0.89 | 11
- CCN(C(=O)COC(=O)c1cc([N+](=O)[O-])ccc1N1CCOCC1)c1ccccc1
  10 | -12 | 34 | 1.1 | -6 | 19 | 18 | 1.1 | -13
- OC[C@H]1OC(O)[C@H](O)[C@@H](O)[C@H]1O (some centres undefined)
  20 | 4 | 1 | 0.95 | -6 | -4 | -1 | 1.1 | -15
- Cc1cc(C)nc(/N=C(\N)N(Cc2ccccc2)Cc2ccccc2)n1
  3 | -2 | 12 | 1 | -5 | 5 | 9 | 1.1 | -11
- O=C(Nc1nnc(C2=COCCO2)o1)C1CCCCC1
  5 | 12 | 8 | 0.88 | -4 | -4 | -7 | 1.1 | -5
- Cc1cccc(-c2nc3ccccc3c(=O)n2NC(=O)c2cccnc2Cl)c1
  0 | 10 | 18 | 0.9 | 4 | -6 | 24 | 0.97 | 3
- CCOc1ccc(C2C(C(=O)c3ccco3)=C(O)C(=O)N2CCN(C)C)cc1 (centres undefined)
  0 | -4 | 6 | 1 | . | -16 | -3 | 0.92 | 8
- Cc1cc(C)c2c(=O)n(CC(=O)Nc3cccc(F)c3)sc2n1
  10 | -1 | 5 | 1 | -5 | -14 | 4 | 1 | 0
- COc1ccc(OC)c(C(=O)NC(CC(N)=O)c2ccc(N3CCN(c4ccccc4)CC3)c([N+](=O)[O-])c2)c1 (centres undefined)
  21 | 7 | -29 | 0.93 | -5 | 10 | 14 | 0.97 | 3
- Cc1cc(C)cc(-n2ncc3c2CCCC3NC(=O)CN2CCCC2=O)c1 (centres undefined)
  5 | -6 | -15 | 1.1 | 19 | 4 | 5 | 1.1 | -12
- CC1CCCN(C(=O)c2ccc(Cl)c(S(=O)(=O)N3CCCCCC3)c2)C1 (centres undefined)
  10 | 3 | 8 | 0.97 | 11 | -2 | 5 | 1 | -4
- CCc1nnc(NC(=O)C=C(C)C)s1
  23 | 1 | 1 | 0.99 | -12 | -10 | 1 | 0.98 | 2
- Cc1cc(C(=O)CSc2nnc(N)s2)c(C)n1CCc1ccc(Cl)cc1
  30 | 9 | 36 | 0.91 | -12 | 16 | 38 | 0.97 | 2
- CC(=O)N1N=C(c2cccs2)CC1c1cccc([N+](=O)[O-])c1 (centres undefined)
  8 | 1 | -13 | 0.99 | -4 | 12 | -4 | 0.89 | 11
- Cc1c(C(=O)N2CCC2)oc2ccc(Br)cc12
  10 | 5 | 22 | 0.95 | -6 | 24 | 6 | 1 | -2
- CCCCOC(=O)C(NC(=O)c1ccccc1)=C(C)C
  10 | -4 | -6 | 1 | -3 | -1 | 3 | 0.78 | 22
- CC(C)Sc1nc2c(c(=O)n(C)c(=O)n2C)n1Cc1ccc(Cl)cc1
  12 | 5 | 1 | 0.95 | 2 | 19 | -18 | 1.1 | -11
- COc1ccc(C(=O)NCCc2nnc(SCC(=O)Nc3ccccc3)n2C)cc1
  21 | 6 | -14 | 0.94 | 1 | -5 | 2 | 0.83 | 17
- COc1cccc(-n2nnc3c(=O)n(Cc4ccc(F)cc4)cnc32)c1
  24 | 1 | 7 | 0.99 | 24 | 16 | 0 | 1.2 | -23
- Cc1ccc(NC(=S)NN(C)c2cc(C)nc(C)n2)cc1
  8 | -4 | 12 | 1 | 2 | -5 | -11 | 1 | -3
- O=C1CC(N(O)c2ccccc2)C(=O)N1c1ccc(Cl)c(Cl)c1 (centres undefined)
  17 | 9 | 21 | 0.91 | 3 | 14 | -3 | 0.94 | 6
- COc1ccc(Br)cc1C(=O)N/N=C/c1ccc([N+](=O)[O-])cc1
  6 | 8 | -28 | 0.93 | -8 | 4 | -35 | 0.97 | 3
- CC(C(=O)N(C)Cc1cccc(F)c1)N1CCN(S(=O)(=O)c2ccc3c(c2)OCCCO3)CC1 (centres undefined)
  24 | 2 | 21 | 0.98 | 2 | 8 | 14 | 0.95 | 5
- COc1ccc(CNC(=O)[C@H](C)NC(=O)C2CCN(C(=O)[C@@H](N)Cc3ccccc3)CC2)cc1
  8 | 4 | 0 | 0.96 | -2 | -13 | -2 | 0.89 | 12
- CS(=O)(=O)Cc1ccc(C(=O)N(CCc2ccccc2)Cc2ccccc2)cc1
  18 | 10 | 3 | 0.9 | -2 | -9 | -6 | 1.2 | -21
- Cc1ccc(/C=C2\CCCC3=C2NC(=S)NC3c2ccc(C)cc2)cc1 (centres undefined)
  2 | 4 | 33 | 0.96 | -5 | -6 | 10 | 1 | -3
- Cc1nnc(NC(=O)CSc2nccn2C)s1
  1 | 8 | 2 | 0.92 | -1 | -3 | 8 | 0.99 | 1
- Cc1cccc(N(Cc2ccccc2)C(=O)c2ccccc2S(C)(=O)=O)c1
  1 | -1 | 30 | 1 | -3 | 17 | 2 | 1.3 | -28

Some of these compounds in order of their number in NALP3 yeast inh, highest first:
| compound | NALP3 yeast inh |
| --- | --- |
| O=C1CC(N(O)c2ccccc2)C(=O)N1c1ccc(Cl)c(Cl)c1 (centres undefined) | 17 |
| Cc1ccc(NC(=S)NN(C)c2cc(C)nc(C)n2)cc1 | 8 |
| COc1ccc(Br)cc1C(=O)N/N=C/c1ccc([N+](=O)[O-])cc1 | 6 |

(cont.)
Value order: NALP3 yeast inh | mIAP block | tim10-1 inh | mIAP activ | ATG4B inh | Apaf-1 inh | TIM10 inh | hIAP act | hIAP block
- Cc1cccc(NC(=O)CSCC(=O)N(C)Cc2c(F)cccc2Cl)c1
  13 | 4 | 21 | 0.96 | 6 | 20 | 4 | 1 | -2
- CCOC(=O)C1=C(CP(=O)(c2ccccc2)c2ccccc2)NC(=O)NC1c1ccc(OC)cc1 (centres undefined)
  4 | -1 | 8 | 1 | -2 | -2 | 9 | 1 | -2
- COc1ccc(CCNC(=O)Cn2c(=O)n(-c3cc(F)ccc3F)c(=O)c3sccc32)cc1OC
  13 | 6 | -12 | 0.94 | 6 | -15 | 17 | 0.89 | 11
- CCOc1cc(C(=O)NCc2ccc3c(c2)OCO3)cc(OCC)c1OCC
  10 | -17 | -2 | 1.2 | 3 | 2 | -11 | 1.3 | -31
- CCOc1cc(C(=O)NC)cc(Br)c1OCc1ccccc1
  18 | -2 | 25 | 1 | -5 | -11 | 13 | 0.92 | 8
- CC(C)=CCN1CCN(Cc2cccnc2)CC1CCO (centres undefined)
  18 | -4 | 9 | 1 | 0 | 0 | 5 | 0.97 | 3
- OCCCn1c(C2CCCN2c2nc(-c3ccc(Cl)cc3)cs2)nc2cc(Cl)c(N3CCCCC3)cc21 (centres undefined)
  14 | 10 | 17 | 0.91 | -3 | 12 | 2 | 0.83 | 17
- O=S1(=O)CCOCCN1Cc1ccccc1
  8 | -9 | -12 | 1.1 | -5 | 0 | -7 | 0.91 | 9
- COc1cc(C(=O)Nc2nnc(S(=O)(=O)N3CCCCCC3)s2)cc(OC)c1OC
  -5 | 1 | 14 | 0.99 | 4 | 4 | 24 | 1.3 | -28
- COc1ccccc1C(=O)Nc1nnc(-c2ccccc2)s1
  45 | 7 | -7 | 0.93 | -1 | 4 | 4 | 1.1 | -6
- Cc1cc(C(=O)NNC(=O)/C=C/c2ccc(F)cc2)c(C)o1
  29 | 12 | -4 | 0.88 | 5 | -8 | -6 | 1.7 | -73
- Cc1ccc(C(=O)NCCCN2CCOCC2)cc1Cl
  16 | 1 | -8 | 0.99 | 2 | -5 | -13 | 0.98 | 2
- CC(C)Cn1nc(-c2ccccc2)c2ccccc2c1=O
  5 | -6 | -4 | 1.1 | -7 | 7 | 2 | 1.1 | -14
- Cc1c(C(=O)Nc2ccc(C(F)(F)F)cc2)sc2ncn(CC(=O)N3CCN(c4ccccn4)CC3)c(=O)c12
  0 | 11 | 16 | 0.89 | -1 | 4 | -5 | 0.87 | 13
- COc1ccc2nc(SCC(=O)Nc3ccccc3)[nH]c2c1
  4 | 10 | -6 | 0.9 | -8 | 2 | -12 | 1.3 | -34
- N#Cc1cc(-c2cccc(Cl)c2)c[nH]c1=O
  14 | -7 | 8 | 1.1 | -2 | -4 | 6 | 0.96 | 4
- Cc1c(C(=O)NCC(c2ccco2)N2CCCC2)oc2ccc(Cl)cc12 (centres undefined)
  19 | -1 | 18 | 1 | -3 | 11 | 2 | 1.1 | -14
- O=C(Nc1ccccc1)N1CCN(C(=O)Nc2ccccc2)CC1
  2 | 5 | -7 | 0.95 | . | 1 | -5 | 0.82 | 18
